From PubChem BioAssay
TDP1 cell noCPT = qHTS for Inhibitors of human tyrosyl-DNA phosphodiesterase 1 (TDP1): qHTS in cells in absence of CPT; DT40 Tdp1-/- hTDP1 cells, no CPT, ATP luminescence, 48 h; Potency, µM (highest dose often 46.2 µM), inactives show at the highest dose activity change, negative = growth inhibition, hits mostly inhibitors; 420,000 tested, 15% active; AID 686978, 2013; also: nearly all actives have a fitted effect of over 55% in size
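A cellular qHTS used chicken DT40 cells lacking endogenous Tdp1 but carrying stably transfected human TDP1. Compounds were applied without camptothecin, and cell growth kinetics were judged by ATP-dependent luminescence after ≥48 hr.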
TDP1 inh = blocks human tyrosyl-DNA phosphodiesterase 1; recombinant TDP1, AlphaScreen DNA substrate cleavage; Potency, µM (top dose mostly 130 µM), for inactives: top-dose activity change, negative = inhibition, most hits filed as inhibitors; 350,000 tested, 0.28% active; also: nearly all actives have a fitted effect of over 40% in size
Target sequence (Q9NUW8 whole entry, looked up): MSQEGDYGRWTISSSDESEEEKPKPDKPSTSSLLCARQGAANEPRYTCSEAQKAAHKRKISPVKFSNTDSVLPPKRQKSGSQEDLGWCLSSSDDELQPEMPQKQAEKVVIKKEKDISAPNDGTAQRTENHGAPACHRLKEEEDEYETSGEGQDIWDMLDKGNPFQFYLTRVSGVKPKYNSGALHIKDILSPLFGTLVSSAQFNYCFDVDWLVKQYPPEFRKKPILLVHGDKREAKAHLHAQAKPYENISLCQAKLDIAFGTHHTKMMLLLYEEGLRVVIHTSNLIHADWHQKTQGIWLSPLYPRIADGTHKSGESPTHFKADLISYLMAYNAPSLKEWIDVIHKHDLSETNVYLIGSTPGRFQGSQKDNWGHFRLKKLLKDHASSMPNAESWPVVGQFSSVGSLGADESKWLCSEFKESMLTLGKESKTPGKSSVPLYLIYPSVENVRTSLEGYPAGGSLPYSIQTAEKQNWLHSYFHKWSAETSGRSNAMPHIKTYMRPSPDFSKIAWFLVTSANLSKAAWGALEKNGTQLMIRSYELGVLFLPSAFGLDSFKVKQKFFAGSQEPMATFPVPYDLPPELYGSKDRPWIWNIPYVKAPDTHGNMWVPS
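Recombinant E. coli-expressed Tdp1 (1 nM) preincubated with compound 15 min at RT, then 5'-biotin/3'-phosphotyrosine-FITC DNA substrate (15 nM) added for 5 min. AlphaScreen beads (10 ug/ml) added, 10 min RT; tyrosine-FITC cleavage read as signal loss.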
N370S GC mod = N370S glucocerebrosidase modulation, Gaucher chaperone candidate | P04062 | 330,000 tested, 0.092% active | N370S GC spleen homogenate, 4MU-glucoside fluorescence | Potency, µM (doses to about 59.4 µM), without a hit: at the highest dose activity change, negative = inhibition, hits mostly inhibitors | AID 2101;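 also: 0% = full enzyme activity and -100% = no enzyme basal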
The depositor's hits bear a star; ? = inconclusive; nt = no result given; & = joins results of further samples; [ ] = another dose, or the depositor's remark. Calls follow the shape of the dose curve; as a rule, active = well fitted curve in the direction sought with a large enough effect; inconclusive = small, poorly fitted or top-dose-only effect, or another doubt; inactive = no such curve, though single readings can be large; an effect the other way counts as inactive or inconclusive. Unless noted, % is scaled to controls: 0 for no effect and ±100 for the full control effect; potency is read from the fitted curve at half-maximal effect. Not all compounds are listed; the hit share may differ from the screen's.

SMILES	TDP1 cell noCPT	TDP1 inh	N370S GC mod
COc1ccc(-c2cc(-c3ccc(F)cc3)nc(N3CCN(C)CC3)n2)cc1	?	7%	9%
Cc1ccc([N+](=O)[O-])cc1N=C(c1cccc(Br)c1)N1CCOCC1	-27%	3%	0%
CC(Sc1nc(-c2ccccc2)cc(C(F)(F)F)n1)C(=O)N1CCCCC1 (stereo not given)	?	-8%	5%
CN(C(=O)C1CCCC1)C1CCS(=O)(=O)C1 (stereo not given)	0%	-7%[0.505 µM]	-1%
COc1ccccc1OCC(O)CN1CCN(C(=O)c2ccccc2)CC1 (stereo not given)	-8%	5%	1%
COCCNC(=O)CCc1ccc(S(=O)(=O)Nc2ccc(C)cc2)cc1	-23%	5%	-3%
C=C(C)CN(CC)C(=O)CC1C(=O)NCCN1Cc1c(F)cccc1Cl (stereo not given)	-17%	0%	6%
Cc1cccc(C(=O)NCC(=O)N2CC(=O)Nc3ccccc32)c1	8%	4%	2%
O=C(CSc1nnc(-c2ccc3c(c2)OCO3)n1-c1ccccc1)c1ccccc1	23µM*	5%	5%
C=CCN=C1S/C(=C/c2cccc([N+](=O)[O-])c2)C(=O)N1CC=C	?	7%	11%
CCOC(=O)CNC(=S)N(Cc1ccccc1F)C1CCCCC1	-26%	-6%	-3%
COc1ccc(NC(=O)N2CCCc3ccccc32)cc1	-15%	-4%	2%
O=C(CSc1nccc(=O)[nH]1)NCc1ccc2c(c1)OCO2	10%	0%	0%
CCOc1ccc(C(C)C)cc1S(=O)(=O)Nc1cccc(-c2ccc(N3CCOCC3)nn2)c1	15µM*	7%	nt
CCOC(=O)CCN1C(=O)[C@H]2[C@H]3[C@H](O)[C@H](O)C/C(=N/OC[C@@H](O)COCc4ccco4)[C@H]3CC[C@@H]2C1=O	nt	3%[21 µM]	3%[12.8 µM]
O=C(COC(=O)c1ccc(Cl)c(S(=O)(=O)NCc2ccccc2)c1)NC1CC1	2%	1%	nt
CC(=O)C1=C(C)NC(SCC(N)=O)=C(C#N)C1CC(C)C (stereo not given)	?	0%	-6%
Cc1cc(=O)c2ccccc2n1Cc1ccccc1	16µM*	0%	-21%
CCCCNC(=O)C1CC(=O)N(C2CCCC2)C1 (stereo not given)	8%	5%	-1%
COc1ccc(C(=O)NCCCNC(=O)c2cccnc2)cc1Br	-8%	3%[56.1 µM]	-2%
COc1ccc(CN2CCC(=O)N([C@H](CO)c3ccccc3)CC2)cc1OC	-3%&-27%	nt	-2%
O=C(CCc1ccccc1)Nc1ccccc1C(F)(F)F	1%	1%	2%
CCc1cc2c(=O)n(-c3ccc(C)cc3)cnc2s1	-20%	1%	11%
COc1cccc(C(=O)N/N=c2/oc3ccccc3cc2C(N)=O)c1	-16%	nt	-1%
Cc1ccccc1NC(=O)Cc1nc(COC(=O)CCc2ccccc2)cs1	?	-3%	nt

5 of the compounds above, with two lines to a compound.
Every second line gives: TDP1 cell noCPT, TDP1 inh, N370S GC mod
Cc1ccccc1NC(=O)Cc1nc(COC(=O)CCc2ccccc2)cs1
 : ?, -3%, nt
COc1ccc(NC(=O)N2CCCc3ccccc32)cc1
 : -15%, -4%, 2%
O=C(CSc1nccc(=O)[nH]1)NCc1ccc2c(c1)OCO2
 : 10%, 0%, 0%
CCc1cc2c(=O)n(-c3ccc(C)cc3)cnc2s1
 : -20%, 1%, 11%
COCCNC(=O)CCc1ccc(S(=O)(=O)Nc2ccc(C)cc2)cc1
 : -23%, 5%, -3%

Next entries follow.
SMILES	TDP1 cell noCPT	TDP1 inh	N370S GC mod
C/C(=N\NC(=O)c1nn(C)cc1Br)c1cccc(NC(=O)c2ccncc2)c1	?	6%	5%
Cc1ccc(NC(=O)CSc2nc3ncc(Br)cc3[nH]2)cc1C	-30%	-3%	-17%
CC(Oc1ccc(F)cc1)C(=O)Nc1ccc2ccccc2c1 (stereo not given)	-12%	7%	11%
Cc1onc(-c2ccccc2)c1C(=O)NC(C)c1ccc2c(c1)OCO2 (stereo not given)	-7%	1%	-4%
O=C(CNC(=O)N1CC(=O)Nc2ccccc21)NCc1cccc(Cl)c1	11%	5%	0%
Cc1cccc(Nc2nc(N)nc(CN3CCC(C)CC3)n2)c1C	-3%	8%	7%
COc1cccc(OCc2cc(C(=O)NCCc3cccc(C)n3)no2)c1	-25%	4%[56.1 µM]	-2%
Cc1ccccc1NC(=O)Cc1nc(COC(=O)c2ccc(Cl)nc2)cs1	-22%	0%	4%
O=C1CC(N(CCc2ccccc2)C(=S)Nc2ccccc2)C(=O)N1c1ccccc1 (stereo not given)	?	5%	-10%
C[C@H]1NS(=O)(=O)c2ccc(Br)cc2O[C@H]1c1ccccc1	-2%	1%[56.1 µM]	nt
CCOc1ccc(N=C2SCCCN2C(=O)c2c(CC)noc2C)cc1	-16%	-2%	-2%
O=[N+]([O-])c1ccc(-n2nnnc2-c2ccccc2)cc1	?	-3%	-3%
CCC1Nc2ncnc(N3CCN(c4ccccc4)CC3)c2N(Cc2ccc(OC)cc2)C1=O (stereo not given)	?	6%	-10%
Cc1nnc(SCc2cn3ccsc3n2)n(N)c1=O	-21%	4%	2%
O=C(NCc1ccco1)c1cc(-c2ccco2)on1	?	2%	5%
c1ccc(C(c2nnnn2Cc2ccco2)N2CCN(c3nc4ccccc4s3)CC2)cc1 (stereo not given)	15µM*	-2%	14%
COc1ccccc1N(CC(=O)N/N=C/c1ccccc1C(=O)O)S(C)(=O)=O	-11%	-3%	1%
Cc1ccccc1OCCCCCNCCO	-29%	7%	2%
O=C(CN(Cc1ccccc1Cl)C(=O)Cn1nnc(-c2cccs2)n1)NCC1CCCO1 (stereo not given)	-18%	6%	7%
COC(=O)C1(NC(=O)NC23CC4CC(CC(C4)C2)C3)CCCCC1	-2%	-2%	1%
Cc1cc(=O)oc2ccc(OCC(=O)N3CCC(C)CC3)cc12	26µM*	0%	0%
COc1ccc(C(=O)OCC(N)=O)cc1[N+](=O)[O-]	-4%	8%	4%
COc1cc2oc(=O)cc(-c3ccc(-c4ccc(O)cc4)cc3)c2c(OC)c1OC	18µM*	1%[56.1 µM]	?
COC(=O)c1c(CSc2ccc(C)c(C)c2)noc1C(=O)NCc1ccc(OC)cc1	?	3%	11%
O=C(COc1ccc(Br)cc1Cl)NCCCN1CCOCC1	4%	4%	0%
Next section:
SMILES	TDP1 cell noCPT	TDP1 inh	N370S GC mod
COc1cc(C2NC(=O)NC(O)(C(F)(F)F)C2C(=O)c2ccc(Cl)cc2)ccc1O (stereo not given)	?	2%	-5%
C/C(=C\c1ccc(C(=O)O)cc1)c1ccc2c(c1)C(C)(C)CCC2(C)C	?	7%[56.1 µM]	-10%&1%&6%&-2%&-9%&-4%
O=C(Nc1ccncc1)Nc1cccc(Cl)c1	-23%	2%[56.1 µM]	-29%
Cc1ccc(CNC(=O)CCCCn2c(=O)c3ccccc3n(Cc3ccc(C)cc3)c2=O)cc1	-17%	-2%	nt
Cc1ccc(CSc2nc3ccccc3c(=O)n2C)cc1	?	nt	-19%
COc1ccc(OC)c(NC(=O)c2cccc(S(=O)(=O)N(Cc3ccccc3)c3ccccc3OC)c2)c1	?	5%	2%
CC(C)c1nc2ccc(C(=O)NC(C)c3ccccc3)cc2o1 (stereo not given)	?	5%	nt
C[C@@H]1CCC(=O)N(C[C@@H](C)CC#N)CC1	-2%&-10%	nt	-3%
CC(=O)Nc1ccc(/C=N/Nc2nc3ccccc3s2)cc1	-25%	5%	2%
Cc1ccsc1CNC1CCCCC1	14%	nt	-7%
CC(C)C(c1nnnn1C1CCCC1)N(C)C1CCCCC1 (stereo not given)	?	-1%	3%
COc1ccc(-c2nc3n(c(=O)c2C#N)CCS3)cc1OC	-14%	0%	-7%
Nc1nc(CN2CCC(Cc3ccccc3)CC2)nc(Nc2ccccc2)n1	23µM*	6%	-7%
CSc1ccccc1C(=O)NCc1ccccc1	0%	-6%	4%
Cc1ccc(S(=O)(=O)NCCC(=O)Nc2cc(F)ccc2C)cc1C	-5%	4%[0.0935 µM]	-17%
CC1CC(=O)N(c2ccc(Br)cc2)C(=O)C1	-4%	-3%	-1%
COC(=O)c1c(NC(=O)C2CCCO2)sc2c1CCC2 (stereo not given)	?	6%	14%
CC(C)c1nnc(NC(=O)CSc2nnc(-c3ccco3)o2)s1	0%	-1%	4%
O=C(Nc1ccc(S(=O)(=O)N2CCc3ccccc3C2)cc1)c1ccccc1	?	1%	24%
COc1cc2c(cc1OC)C(C)N(C(=O)c1cc3c(s1)-c1ccccc1OC3)CC2 (stereo not given)	21µM*	3%	12%
CN(C)CCNC(=O)c1[nH]nc2c1CCc1ccccc1-2	-12%	nt	4%
CCCNc1c(NS(=O)(=O)c2ccc(Br)cc2)c(=O)oc2ccccc12	?	3%	2%
Cc1cc(C)cc(N2CC(C(=O)NC3CCCCC3)CC2=O)c1 (stereo not given)	-6%	1%	-5%
CSc1nc2nc(C)c(CCC(=O)OCC(=O)Nc3ccc(F)cc3)c(C)n2n1	9%	4%[0.505 µM]	3%
COc1ccccc1C(=O)NCCC(=O)NCC(C)(C)N1CCOCC1	5%	1%	-1%

Compound profiles, from the list above. Order of screens: TDP1 cell noCPT, TDP1 inh, N370S GC mod
Profile of `C[C@@H]1CCC(=O)N(C[C@@H](C)CC#N)CC1` = -2%&-10%, nt, -3%
Profile of `CSc1ccccc1C(=O)NCc1ccccc1` = 0%, -6%, 4%
Profile of `CC1CC(=O)N(c2ccc(Br)cc2)C(=O)C1` = -4%, -3%, -1%
Profile of `COc1cc2c(cc1OC)C(C)N(C(=O)c1cc3c(s1)-c1ccccc1OC3)CC2` (stereo not given) = 21µM*, 3%, 12%

(continued)
SMILES	TDP1 cell noCPT	TDP1 inh	N370S GC mod
COc1cc(/C=C/C(=O)O)cc(S(=O)(=O)Nc2cc(C(F)(F)F)ccc2N2CCOCC2)c1OC	-1%	2%	nt
COc1ccc(S(=O)(=O)N2CCOCC2)cc1NC(=O)CSc1nnc(C2CC2)n1C1CC1	25%	1%	nt
COc1ccc(CNC(=O)CSc2n[nH]c(C)c2[N+](=O)[O-])cc1	-1%	6%	-2%
O=c1oc2ccccc2cc1-c1cn2cc(Cc3cc(Cl)ccc3Cl)sc2n1	0%	0%	nt
CC(C)(CSc1ccccn1)NS(=O)(=O)c1ccc(Cl)cc1	-22%	0%	4%
CC(C)C(=O)Nc1ccc(-c2nc3ccccc3c(=O)o2)cc1	10%	2%	3%
COc1ccc(C(CC(=O)Nc2ccc(F)cc2)c2ccccc2)cc1 (stereo not given)	?	-2%	4%
Cc1csc(NC(=O)CSC2=NCCS2)n1	-4%	7%	-5%
Cc1c(-c2nnc(SCC(=O)Nc3ccc(Cl)cc3)o2)nnn1-c1ccc(F)cc1	-30%	-1%	nt
O=C(NN=C1CCCC1)c1sc2ccccc2c1Cl	-8%	3%	26%
Cc1cc(C)cc(NC(=O)C(=O)NCc2ccccn2)c1	-5%	3%	2%
COc1cccc2cc(C(=O)NCc3ccccn3)c(=O)oc12	-1%	2%	-1%
CCCn1c(CC)nc([N+](=O)[O-])c1Sc1ccc(F)cc1	?	-1%	?
Cc1ccc(NCc2nnc(SCC(=O)N(Cc3ccccc3)C(C)(C)C)o2)c(C)c1	?	9%	0%
CCN1CCN(CCNC(=O)c2ccc(CS(=O)c3ccc(Cl)cc3)o2)CC1 (stereo not given)	10%	-1%	3%
CC(=O)c1ccc(N2CCN(C(=S)Nc3ccccc3F)CC2)cc1	7.3µM*	0%	9%
C[C@@H]1CN(C(=O)c2nc3ccc(Cl)cn3c2CN2CCc3sccc3C2)C[C@H](C)O1	-28%	4%	-4%
CCC(=O)c1ccc(OCC(O)CN2C(=O)NC(C)(C)C2=O)cc1 (stereo not given)	6%	4%	-1%
Cc1cc(C)cc(NC(=O)C(OC(=O)c2cccs2)c2ccccc2)c1 (stereo not given)	-25%	0%	15%
Cc1ccc(S(=O)(=O)NCC(C)n2nc(C)nc2C)cc1 (stereo not given)	7%	3%	1%
CCN(CC)c1ccc(C(=S)N2CCN(c3ccccc3)CC2)cc1	?	8%	-5%
Cc1ccc(N2CC(C(=O)NCc3ccc4c(c3)OCO4)CC2=O)cc1C (stereo not given)	-8%	0%	12%
O=C(NCCCN1CCCCC1)c1ccc2c(c1)sc1nc(-c3ccc(F)cc3)cn12	2.3µM*	4%	nt
COCc1cc(C)[nH]c(=O)c1C(=O)NC12CC3CC(CC(C3)C1)C2	-11%	8%	-4%
COC(=O)[C@]1(C)N[C@H](CN(C)S(=O)(=O)c2ccccc2)[C@@H]2C(=O)N(C)C(=O)[C@@H]21	-10%	-13%	nt
CN(Cc1ccccc1)Cc1nc2scc(-c3ccccc3)c2c(=O)[nH]1	?	4%	-21%
O=C(Nc1ccccc1)Nc1ccc(-n2ccc(C(F)(F)F)n2)cc1	18µM*	5%	14%
O=S(=O)(c1ccc(Cl)cc1)c1cnc2ccccc2n1	-89%	0%	20%
